# Assay outcomes (PubChem)
# LGR2 antag – inhibitors of bursicon-induced LGR2 CRE-luciferase signal, primary screen, cell-based, HEK293, CRE-luciferase reporter, bursicon stimulation | bursicon-stimulated, 4 h | Drosophila bursicon receptor LGR2 (rickets) | inhibition, % at 9.99 µM | AID 720647, 2013 | hit rate 0.35% among 380,000;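 active = drop in luminescence signal, shown as inhibition above about 50% in the replicate tests, limit read from the data, passing the limit was not always enough; inconclusive = probably only some replicates passing the limit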;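 note: agonist challenge used bursicon conditioned medium at about half maximal strength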
# Statin myotox sup – suppressors of statin myotoxicity in C2C12 myotubes, primary screen, cell-based, single point, plate reader; C2C12 myotubes + simvastatin, ATP luminescence, 48 h; scaled: DMSO 0, geranylgeraniol control 100; rescue of ATP level, % at 7.49 µM; hit rate 0.78% among 330,000; AID 602340, 2012;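 active = mean ATP rescue above about 67%, or every replicate alone reaching that limit, limit read from the data, passing the limit was not always enough; inconclusive = no clear call, values can overlap the other calls; inactive = mean under the limit and some replicate under it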;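 note: myotubes were challenged with 10 µM simvastatin during compound exposure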
# esBAF inh – Bmi1 luciferase reporter increase in mESCs, primary screen, esBAF inhibitor project, mouse ES cells, Bmi1 luciferase knock-in, single point; 24 h; 100% = twice the neutral-well signal; reporter increase, % at 12.5 µM; hit rate 2% among 350,000; AID 602393, 2012; in the data active = activation above about 40%; inconclusive = no clear call, values can overlap the other calls;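 note: 0% = median of the plate's neutral control wells and 100% = double that signal; a rise in the Bmi1 reporter signal indicates esBAF inhibition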
# CASP6 VEID inh – human caspase-6 inhibitors, primary screen, biochemical, VEID-R110 fluorescence, single point, set 2. purified caspase-6, Z-VEID-R110 cleavage fluorescence. hit rate 0.53% among 350,000. inhibition, % at 12.5 µM. AID 686996, 2013. P55212;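 active = mean inhibition across replicates at least about 35%, with every replicate also reaching that limit, limit read from the data; inconclusive = only one of the two criteria met; inactive = neither criterion met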;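 note: 0% = median of neutral control wells and 100% = no fluorescence left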
# Target sequence (P55212 24-179 limits assumed): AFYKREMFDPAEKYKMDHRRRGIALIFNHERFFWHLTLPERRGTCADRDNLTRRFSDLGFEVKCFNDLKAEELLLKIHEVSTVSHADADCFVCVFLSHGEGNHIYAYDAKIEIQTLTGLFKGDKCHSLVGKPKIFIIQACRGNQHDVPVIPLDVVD
# Target sequence (P55212 194-293 limits assumed): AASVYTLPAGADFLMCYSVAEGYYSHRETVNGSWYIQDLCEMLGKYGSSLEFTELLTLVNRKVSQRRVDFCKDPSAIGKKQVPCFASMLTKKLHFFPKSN
# FN deposition inh – inhibitors of fibronectin matrix deposition, primary screen, AH1F cells, Alexa488-fibronectin fluorescence, plate reader; AH1F fibroblasts, overnight; inhibition, % at 12.6 µM; hit rate 0.086% among 350,000; AID 743247, 2014;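 active = mean inhibition across replicates of 30% or more, regardless of how many single replicates reach that level; inconclusive = mean under 30% yet at least half of replicates reach 30%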;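 note: positive control wells lacked labelled fibronectin entirely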
#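 Assay system: AH1F fibroblast monolayer, labelled fibronectin deposition. Amount: 10000 cells per well. Also added: labelled fibronectin 24 nM. Compound: single-point pinned compound. Incubation: cell attachment 1 h, compound and FN exposure overnight. Detection: fluorescence after three HBSS washes, excitation 485 nm, emission 525 nm. Read-out: inhibition of fibronectin deposition signal.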
# S100A4 MyoIIA – inhibitors of S100A4-myosin IIA peptide binding, primary screen, biochemical, fluorescence polarization, TAMRA-MyoIIA peptide. Protein S100-A4 (Homo sapiens), P26447. inhibition, % at 10.7 µM. hit rate 0.14% among 360,000;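 active = mean inhibition of at least 70% across replicates, with every replicate also reaching that level; inconclusive = mean inhibition reaches 70% but some replicates fall short; inactive = mean inhibition below 70%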
# Target sequence (P26447 whole entry, looked up): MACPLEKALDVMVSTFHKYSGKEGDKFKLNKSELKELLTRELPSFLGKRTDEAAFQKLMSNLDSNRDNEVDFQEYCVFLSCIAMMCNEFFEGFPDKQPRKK
#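 Test system: S100A4 monomer protein; Medium: HEPES pH 7.2 with CaCl2, KCl, NaCl, DTT, Triton; Probe or stimulus: TAMRA-labelled myosin IIA heavy-chain peptide probe, 5 nM; Doses: one dose per compound; Times: polarization read 5 min after assay mix addition, stable 5–60 min; Benchmarks: neutral control DMSO, positive control TFP.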
# SIRT5 block – SIRT5 desuccinylase inhibitors, primary screen, biochemical, fluorescence imaging, single point, set 5. Purified SirT5, succinyl-peptide AMC, trypsin-coupled fluorescence. inhibition, % at 15 µM. hit rate 1.1% among 330,000. AID 652115, 2013; in the data active = inhibition above about 15%; inconclusive = no clear call, values can overlap the other calls
# Target sequence (Q9NXA8 whole entry, looked up): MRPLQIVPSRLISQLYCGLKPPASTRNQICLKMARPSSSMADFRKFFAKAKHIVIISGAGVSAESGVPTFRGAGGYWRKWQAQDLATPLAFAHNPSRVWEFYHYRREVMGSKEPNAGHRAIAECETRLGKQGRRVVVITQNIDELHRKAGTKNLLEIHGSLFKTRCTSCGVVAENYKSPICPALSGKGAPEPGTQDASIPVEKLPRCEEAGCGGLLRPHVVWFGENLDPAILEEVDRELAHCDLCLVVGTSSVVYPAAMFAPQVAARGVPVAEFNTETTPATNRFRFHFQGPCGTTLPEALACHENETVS
# * marks the source's active call; other numbers are inactive results; ? = inconclusive; · = not tested or not shown; & = joins results of further samples.
SMILES,LGR2 antag,Statin myotox sup,esBAF inh,CASP6 VEID inh,FN deposition inh,S100A4 MyoIIA,SIRT5 block
CC(C)OC(=O)c1cn(-c2ccccc2)nc1-c1ccco1,·,-12,-8,·,0,·,·
Cc1ccnc(NS(=O)(=O)c2ccc(NC(=O)c3ccccc3F)cc2)n1,2,4,-6,1,0,-1,-4
CCOC(=O)c1c(S(=O)(=O)NCC(=O)Nc2ccc(F)cc2)c(C)n(C)c1C,8,2,-1,3,9,-1,1
O=C(/C=C/c1ccccc1[N+](=O)[O-])c1ccccc1Br,?,-13,18,-2,-23,-1,0
O=C(O)CCC(=O)N1CCN(c2ncccc2C(F)(F)F)CC1,·,-4,7,3,4,1,-1
Cc1cc(C)n(Cc2ccc(NC(=O)c3c([N+](=O)[O-])c(C)nn3C)cc2)n1,8,·,·,3,·,-5,-2
O=S(=O)(c1ccc(F)cc1)N1CCCCN2[C@@H](CO)[C@@H](c3ccc(C#CC4CC4)cc3)[C@@H]2C1,4,-5,-2,-2,·,3,·
CNc1nnc(SCC(=O)N2c3ccccc3NC(=O)CC2C)s1 (stereo not given),-3,30,-5,1,10,-5,1
O=C(COC(=O)CNC(=O)c1ccc(Cl)c([N+](=O)[O-])c1)NCC1CCCO1 (stereo not given),-2,3,-5,4,-8,-1,-2
CCS(=O)(=O)N[C@H]1C=C[C@H](CC(=O)NC2Cc3ccccc3C2)O[C@H]1CO,4,-4,-9,8,-5,11,-2
CC(C)CC#Cc1ccc2c(c1)O[C@H](CN(C)Cc1ccncc1)[C@H](C)CN([C@H](C)CO)S2(=O)=O,11,-11,-1,3,·,5,10
COc1ccc(NC(=O)Nc2ccc3c(c2)CC(=O)N([C@H](C)CO)C[C@@H](C)[C@H](CN(C)C(=O)NC2CCCCC2)O3)cc1,-5,-8,-4,-3,·,25,-2
CC(C)CC1(C(=O)NCCN2CCOCC2)C=CCN1C(=O)c1ccccc1 (stereo not given),-23,8,22,-1,-9,-8,-3
COC(=O)Nc1ccc(OCc2ccccc2)cc1,-71,-6,?,0,·,0,4
Cc1ccc(CN(C)C[C@H]2OCc3cn(nn3)CCCC(=O)N([C@H](C)CO)C[C@H]2C)cc1,-11,-13,3,3,-8,28,1
CCC(=O)N1CC[C@@H]2[C@H]1c1cc(C#Cc3cccnc3)ccc1N[C@@H]2CO,-6,-17,-5,3,-7,-6,3
COc1ccc(CN(C)C[C@@H]2OCCCC[C@H](C)Oc3ccc(NC(=O)Nc4ccc(F)cc4)cc3C(=O)N([C@H](C)CO)C[C@H]2C)cc1,17,-36,7&0,-2&1,-1,5&-2,-1&1
C[C@H]1CN([C@@H](C)CO)C(=O)Cc2cc(NC(=O)Nc3ccccc3)ccc2O[C@@H]1CN(C)C,20,-83,0,·,·,·,·
COc1ccc(Cn2c(=O)sc3ccccc32)cc1OC,·,5,-2,·,20,·,·
CC(=O)c1cccc(NC(=O)COC(=O)COc2ccccc2C)c1,5,·,·,1,·,0,0
CCCN(C)C[C@H]1OCCCC[C@@H](C)Oc2ccc(NC(=O)CCC(F)(F)F)cc2C(=O)N([C@H](C)CO)C[C@@H]1C,-33,-7,4,·,·,·,·
Cc1ccc(C)c2nc3sc(C(=O)N4CCCc5ccccc54)c(N)c3cc12,·,-18,-6,·,-3,·,·
O=C(NCc1ccc(Cl)cc1)c1ccc(N2CCCC2=O)cc1,-24,3,14,3,·,2,-3
C[C@@H]1CCCCO[C@@H](CN(C)C(=O)Nc2ccc(F)cc2)[C@H](C)CN([C@@H](C)CO)C(=O)c2cc(NS(=O)(=O)c3cn(C)cn3)ccc2O1,8,·,7,3,-1,0,0
COc1ccc(C(=O)NC(CC(C)C)C(=O)O)cc1 (stereo not given),-17,18,1,1&0,-3,9&-2,-2

# Sorted by heavy-atom count (ascending): some entries from above.
SMILES,LGR2 antag,Statin myotox sup,esBAF inh,CASP6 VEID inh,FN deposition inh,S100A4 MyoIIA,SIRT5 block
COC(=O)Nc1ccc(OCc2ccccc2)cc1,-71,-6,?,0,·,0,4
O=C(/C=C/c1ccccc1[N+](=O)[O-])c1ccccc1Br,?,-13,18,-2,-23,-1,0
COc1ccc(Cn2c(=O)sc3ccccc32)cc1OC,·,5,-2,·,20,·,·
CC(C)OC(=O)c1cn(-c2ccccc2)nc1-c1ccco1,·,-12,-8,·,0,·,·
O=C(NCc1ccc(Cl)cc1)c1ccc(N2CCCC2=O)cc1,-24,3,14,3,·,2,-3
CNc1nnc(SCC(=O)N2c3ccccc3NC(=O)CC2C)s1 (stereo not given),-3,30,-5,1,10,-5,1
CC(=O)c1cccc(NC(=O)COC(=O)COc2ccccc2C)c1,5,·,·,1,·,0,0
O=C(COC(=O)CNC(=O)c1ccc(Cl)c([N+](=O)[O-])c1)NCC1CCCO1 (stereo not given),-2,3,-5,4,-8,-1,-2
CCOC(=O)c1c(S(=O)(=O)NCC(=O)Nc2ccc(F)cc2)c(C)n(C)c1C,8,2,-1,3,9,-1,1
Cc1ccc(CN(C)C[C@H]2OCc3cn(nn3)CCCC(=O)N([C@H](C)CO)C[C@H]2C)cc1,-11,-13,3,3,-8,28,1
O=S(=O)(c1ccc(F)cc1)N1CCCCN2[C@@H](CO)[C@@H](c3ccc(C#CC4CC4)cc3)[C@@H]2C1,4,-5,-2,-2,·,3,·
COc1ccc(NC(=O)Nc2ccc3c(c2)CC(=O)N([C@H](C)CO)C[C@@H](C)[C@H](CN(C)C(=O)NC2CCCCC2)O3)cc1,-5,-8,-4,-3,·,25,-2
COc1ccc(CN(C)C[C@@H]2OCCCC[C@H](C)Oc3ccc(NC(=O)Nc4ccc(F)cc4)cc3C(=O)N([C@H](C)CO)C[C@H]2C)cc1,17,-36,7&0,-2&1,-1,5&-2,-1&1

# Carrying on.
SMILES,LGR2 antag,Statin myotox sup,esBAF inh,CASP6 VEID inh,FN deposition inh,S100A4 MyoIIA,SIRT5 block
CCNc1nc2c(c(=O)n(C)c(=O)n2C)n1CCCc1ccccc1,2,2,7,-1,0,-16,-5
Cc1ccc(/C=C/C(=O)Nc2nccs2)o1,-20,6,60*,2,0,-3,-5
S=c1[nH]nc(Cc2noc3ccccc23)n1-c1ccccc1,18,1,-1,13,-4,-6,-5
CCC(OC(=O)c1ccco1)C(=O)NC1CCCC1 (stereo not given),12,34,-6,-4,0,-1,2
O=C1C2C(c3ccccc3)(C(=O)N1c1ccc(Cl)cc1)C2(c1ccccc1)c1ccccc1 (stereo not given),28,·,·,-1,-2,2,4
CCc1nc2c(OCCC3CCCCC3)cccn2c1N(C)C(=O)c1ccc(OC)cc1,·,-22,1,-2,·,-2,·
COc1ccc(CCC(C)Nc2ccc(F)cc2)cc1 (stereo not given),-6,24,-3,5,·,-3,-2
CCOc1cc(/C=N/NC(=O)CSc2nncn2C)ccc1OCC(N)=O,14,·,·,-2,-12,8,-1
COc1ccccc1OCC(=O)N/N=C1/SCC(=O)N1Cc1ccccc1,·,3,2,·,2,·,·
O=C(NC(=S)Nc1ccccc1)c1ccc(Br)o1,-45,-2,45*,·,4,-1,-4
Cc1c(NC(=O)c2ccc(S(=O)(=O)N(C)c3ccccc3)cc2)c(=O)n(-c2ccccc2)n1C,-13,-7,-7,2,4,0,-1
CCc1cccc(C)c1NC(=O)CN(C)C1=NS(=O)(=O)c2ccccc21,·,9,12,4,-43,-1,-5
COc1ccccc1N(CC(=O)N(C)Cc1ccccc1)S(=O)(=O)c1cccs1,-16,0,1,-2,-2,-2,0
CC(C)NC(=O)N1CC2(C1)[C@H](c1ccccc1)[C@H](CO)N2C(=O)C1CCOCC1,7,·,·,0,-3,11,-2
O=C(NCc1cccnc1)c1cc(C2CCCCN2C(=O)c2ccc3ccccc3c2)on1 (stereo not given),-15,2,3,2,8,-2,-2
CC1(NC(=O)Cc2ccc(Cl)c(Cl)c2)CCS(=O)(=O)C1 (stereo not given),-5,3,3,-5,7,-3,-6
Cc1ccc(NC(=O)Cn2c(CCC(=O)O)ccc2-c2cccs2)cc1Cl,14,·,·,1,5,-3,0
C=CCc1cccc2cc(C(=O)N(C)C)c(=O)oc12,-4,17,3,2,·,-4,2
Cc1cc(N2CCN(c3cccc(C(F)(F)F)c3)CC2)n2ncnc2n1,29,45,12,·,·,·,·
COC(=O)[C@]12C[C@H](CC(=O)N3CCCC3)C(=O)N(Cc3ccccc3)C1=C[C@H](C1CCCC1)O[C@@H]2C,-11,·,·,-1,-4,-1,·
NC(=O)Cn1c(=O)oc2ccccc21,-3,4,0,0,-2,-1,23*
Cc1nonc1C(=O)N/N=C/c1cc2c(cc1Br)OCO2,-21,·,·,1,·,2,-1
COc1c2c(cc3ccc(=O)oc13)CCO2,-20,-3,0,-2,-6,-5,2
COc1ccc(S(=O)(=O)N2CCC(C(=O)NN3CCCCC3)CC2)cc1OC,3,-11,-3,0,4,-2,-2
CCn1cc(C(=O)N2CCN(c3ccc(OC)cc3)CC2)c(=O)c2cc(S(=O)(=O)N3CCCCC3)ccc21,-30,·,·,2,4,-2,0
# The list goes on.
SMILES,LGR2 antag,Statin myotox sup,esBAF inh,CASP6 VEID inh,FN deposition inh,S100A4 MyoIIA,SIRT5 block
C[C@H]1CN([C@@H](C)CO)C(=O)c2cc(NS(C)(=O)=O)ccc2O[C@H]1CN(C)Cc1ccc2c(c1)OCO2,4,-12,2,-4,·,-3,-3
Cc1ccccc1C(=O)NNC(=O)c1cccc(Br)c1,11,3,10,-1,-6,-3,-2
C/C(CC1(O)/C(=N/O)CCc2nonc21)=N\O (stereo not given),·,5,0,·,-1,·,·
C[C@H](CO)N1C[C@H](C)[C@@H](CN(C)C(=O)Cc2ccccn2)Oc2ncc(C#CC3CCCC3)cc2C1=O,-7,-5,-2,-3,·,-44,3
Cc1cc(-c2nnc(SCC(=O)Nc3ccccc3Cl)n2C)no1,-3,3,2,-2,2,-1,-5
CCN(CC)C(=O)c1ccc(Oc2ccc([N+](=O)[O-])cc2Cl)cc1,14,7,-7,-1,·,-2,1
CCOC(=O)N1CCN(c2c(N3CCN(c4ccc(OC)cc4)CC3)c(=O)c2=O)CC1,-5,-1,-3,0,0,0,3
O=C(COC(=O)CNS(=O)(=O)c1ccc(Cl)cc1)NC1CCCCC1,-3,-18,-5,3,4,-1,-1
O=C(CCN1CCN(c2ccccc2)CC1)N/N=C/c1ccc(O)c(O)c1O,-8,5,-4,65*,5,2,3
Cc1cc(C(=O)N2CCCC(N3CCN(c4ccc(F)cc4)CC3)C2)c(C)o1 (stereo not given),-18,5,-7,1,5,1,-2
CCc1cc(=O)oc2cc(OC(=O)CN3C(=O)NC4(CCCC4)C3=O)ccc12,4,5,-4,1,19,-2,-151
C[C@@H]1CN([C@@H](C)CO)S(=O)(=O)c2ccc(C3=CCCC3)cc2O[C@H]1CN(C)Cc1ccccn1,10,-40,-5,-2,2,-4,5
Oc1ccc(N=Nc2ccccc2-c2nn[nH]n2)c(O)c1,-10,6,-3,14,-14,-3,17*
Cc1c(Cc2ccccc2)c(=O)oc2cc(OCC(=O)N3CCC(C(N)=O)CC3)ccc12,·,17,15,-2,·,2,·
COc1ccccc1CNC(=O)c1sccc1C,-2,5,15,1,-9,-4,-1

# Some of the compounds tested (hit frequency here may not be typical).
